TMEM16A inh – mouse TMEM16A channel inhibition, primary screen; Q8BHY3; HEK293 TMEM16A/YFP iodide influx fluorescence, ionomycin; normalized B-score (activity score, 25-100; higher = stronger inhibition) at 10 µM; 310,000 compounds, 1.2% hits; AID 588511;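 active = ratio plate-corrected score three or more library SD toward inhibition, starting fluorescence score within five deviations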;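 also: score derived from kinetic fluorescence span divided by baseline fluorescence per well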
TRPC6 inhibitor – blocks the mouse TRPC6 cation channel; Q61143; HEK293-TRPC6, membrane potential dye, ACh-evoked depolarization; hits give low values; B-score at 10 µM; 310,000 compounds, 1.1% hits;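 active = B-score under library mean minus 3 SD, initial fluorescence not abnormally high, positive integrated signal ratio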;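 also: B-score derived from integrated fluorescence ratio over the kinetic read; more negative B-score means stronger inhibition of depolarization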
MrgX1 antagonist – antagonists of human MrgX1 receptor | B-score at 10 µM | MRGX1-HEK293 calcium flux, Fluo-4, BAM8-22 antagonism; hits give low values | 310,000 compounds, 1.3% hits;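 active = calcium-response B-score plate-corrected more than 3 library SD below zero, starting fluorescence within 5 deviations, no agonist response on first addition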;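 also: peak minus trough fluorescence over baseline after final BAM8-22 challenge near maximal dose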
TMEM16A act – activates or potentiates the mouse TMEM16A chloride channel; HEK293 TMEM16A/YFP-H148Q/I152L, iodide quench fluorescence; hits give low values; 340,000 compounds, 0.3% hits; Q8BHY3; AID 623877; B-score at 10 µM;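 active = fluorescence-ratio B-score plate-corrected deviation score at least 3 library SD below zero, with starting fluorescence score within 5 deviations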;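 also: channel opened by trigger with iodide after compound preincubation; score built on the fluorescence ratio of max minus min over baseline; more negative score means more quench and so TMEM16A activation or potentiation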
MrgX1 allo act – allosterically activates human MrgX1 receptor signaling | 310,000 compounds, 0.63% hits | MrgX1-HEK293, Fluo-4 calcium flux, FDSS; hits give high values | B-score at 10 µM | Q96LB2;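 active = plate-corrected calcium response at least 3 library SD above typical, normal starting fluorescence, not activating the receptor alone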;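 also: compound read alongside a low EC10 to EC30 dose of BAM8-22 agonist; peak minus trough fluorescence over baseline measured at the second addition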
MrgX1 agonist – agonists of human MrgX1 receptor; Q96LB2; MrgX1-HEK293 cells, Fluo-4 calcium fluorescence, agonist mode; hits give high values; B-score at 10 µM; 310,000 compounds, 0.44% hits; AID 588627;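 active = calcium response B-score plate-corrected fluorescence ratio at least 3 library SD, with starting fluorescence B-score inside 5 SD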
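Material: MrgX1-expressing HEK293 cells / Dosing: compound as first of three additions / Incubation: overnight seeding, then 1 h dark dye loading / Signal: Fluo-4 NW calcium fluorescence / Evaluation: B-scored fluorescence response ratio / Benchmarks: positive and negative control wells on each plate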
TRPC6 activator – activates the mouse TRPC6 cation channel; 310,000 compounds, 0.13% hits; B-score at 10 µM; HEK293-TRPC6 membrane potential dye fluorescence; hits give high values; AID 2550;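 active = B-score of the integrated fluorescence ratio above library mean plus 3 SD, and starting fluorescence ratio within library mean plus 5 SD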;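 also: higher score means more depolarization so channel activation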
TRPC4 inh – inhibitors of mouse TRPC4 channel | Q9QUQ5 | HEK293 TRPC4beta/mu-opioid, DAMGO-evoked Fluo4 calcium flux; hits give low values | B-score at 10 µM | 300,000 compounds, 0.39% hits | AID 2247;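 active = B-score over 3 SD under the library average, no early fluorescence shift, positive overall ratio signal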
Target sequence (Q9QUQ5 whole entry, looked up): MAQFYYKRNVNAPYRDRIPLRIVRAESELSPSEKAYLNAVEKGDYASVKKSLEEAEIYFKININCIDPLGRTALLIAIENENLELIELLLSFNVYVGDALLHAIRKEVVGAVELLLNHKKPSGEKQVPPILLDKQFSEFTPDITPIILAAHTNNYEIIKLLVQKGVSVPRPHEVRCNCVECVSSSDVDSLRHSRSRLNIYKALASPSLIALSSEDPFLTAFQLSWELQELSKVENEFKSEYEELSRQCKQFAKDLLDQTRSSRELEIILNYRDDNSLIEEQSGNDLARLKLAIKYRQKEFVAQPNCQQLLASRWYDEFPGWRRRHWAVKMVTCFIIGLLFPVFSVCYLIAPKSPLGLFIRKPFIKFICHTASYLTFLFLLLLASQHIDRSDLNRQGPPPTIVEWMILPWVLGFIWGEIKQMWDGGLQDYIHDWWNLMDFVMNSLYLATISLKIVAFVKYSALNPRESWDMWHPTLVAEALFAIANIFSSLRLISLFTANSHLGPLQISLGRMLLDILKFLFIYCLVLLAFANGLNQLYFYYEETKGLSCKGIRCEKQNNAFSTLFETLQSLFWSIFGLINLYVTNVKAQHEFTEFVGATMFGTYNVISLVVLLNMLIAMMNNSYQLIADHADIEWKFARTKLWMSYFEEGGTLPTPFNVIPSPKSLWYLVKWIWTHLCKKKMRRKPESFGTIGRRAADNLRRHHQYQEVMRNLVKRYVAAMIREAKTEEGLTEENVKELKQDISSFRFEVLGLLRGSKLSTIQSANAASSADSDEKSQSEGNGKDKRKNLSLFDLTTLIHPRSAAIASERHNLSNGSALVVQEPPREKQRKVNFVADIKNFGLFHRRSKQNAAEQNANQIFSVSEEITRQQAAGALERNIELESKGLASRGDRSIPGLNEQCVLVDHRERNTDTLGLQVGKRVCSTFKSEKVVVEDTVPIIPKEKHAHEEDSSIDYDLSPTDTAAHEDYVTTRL
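material = TRPC4beta/mu-opioid receptor HEK293 cell line | probe or stimulus = sequential submaximal and maximal DAMGO stimulation | compound dosing = one concentration per compound | measured by = Fluo4 Ca2+ flux fluorescence | evaluation = integrated fluorescence ratio relative to baseline, converted to per-well B score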
TRPC4 agonist – activators of mouse TRPC4 channel; Q9QUQ5; HEK293 TRPC4beta/mu-opioid, Fluo4 calcium fluorescence; hits give high values; B-score at 10 µM; 310,000 compounds, 0.49% hits; AID 2237;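 active = B-score above 5 SD of library B-scores, and initial fluorescence ratio not above library mean plus 5 SD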;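 also: positive B-score marks a calcium rise read as TRPC4 activation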
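Assay system: HEK293 cells stably co-expressing mouse TRPC4beta and mu-opioid receptor / Timing: Fluo4 dye loading 45 min at room temperature, 110 s recording / Signal: Fluo4 calcium-sensitive dye fluorescence, kinetic, 1 Hz baseline / Read-out: integrated baseline-normalised fluorescence ratio, converted to per-well B score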
TRPC4 potent – allosteric potentiators of mouse TRPC4 channel; B-score at 10 µM; Q9QUQ5; 310,000 compounds, 0.42% hits; HEK293 TRPC4beta/mu-opioid, DAMGO EC20, Fluo-4 Ca2+ flux; hits give high values;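 active = B-score of calcium response area above 5 SD of library B-scores, with initial fluorescence ratio within 5 SD of library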;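 also: B-score of integrated fluorescence ratio over time as area under calcium response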
SKKanGAS inh – inhibitors of SKKanGAS S. pyogenes growth in kanamycin (SK-promoter or general growth effect); BacTiter-Glo, 6 h; inhibition, % at 7.5 µM; 300,000 compounds, 1.3% hits;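 active = mean replicate score, as percent of positive control median, at least 50; inconclusive = mean below 50 but one replicate at or above 50; inactive = mean and every replicate below 50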;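 also: strain carries kanamycin resistance gene driven by streptokinase promoter and grows in 40 µg/ml kanamycin; loss of luminescence reflects streptokinase promoter inhibition or plain growth inhibition; 0% = median of DMSO wells and 100% = positive control at its reference dose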
* hit, by the source's call; i = inactive; u = inconclusive; x = no result given; & = joins results of further samples.

Molecule,TMEM16A inh,TRPC6 inhibitor,MrgX1 antagonist,TMEM16A act,MrgX1 allo act,MrgX1 agonist,TRPC6 activator,TRPC4 inh,TRPC4 agonist,TRPC4 potent,SKKanGAS inh
Cc1ccc(S(=O)(=O)CCc2nc3ccccc3s2)cc1C,i,i,i,i,i,i,i,i,i,i,-11.7
COc1cc(NC(=O)c2ccc3c(c2)OCCO3)ccc1NC(=O)c1cccs1,i,i,i,i,i,i,i,i,i,i,4.9
CC(CCC(C)OC(=O)c1ccccc1C(=O)O)OC(=O)c1ccccc1C(=O)O (stereo not given),i,i,i,i,i,i,i,i,i,i,-7.8
CC1CC1C(=O)N(CCC1=CCCCC1)c1c(N)n(Cc2ccccc2)c(=O)[nH]c1=O (stereo not given),i,i,i,i,i,i,i,i,i,i,-2.1
COC(=O)c1ccccc1NC(=O)CN(c1ccc(C)cc1)S(C)(=O)=O,i,i,i,i,i,i,i,i,i,i,-2.3
NS(=O)(=O)c1ccc(Sc2ccc3ccccc3c2)nc1,i,i,i,i,i,i,i,i,i,i,-11.5
CC(C)C(=O)Nc1ccccc1-c1nc2ccccc2[nH]c1=O,i,i,i,i,i,i,i,i,i,i,-3.6
COc1ccccc1NC(=O)c1ccc(-c2ccc(Br)cc2)o1,i,i,i,i,i,i,i,i,i,i,0.0
CCOC(=O)c1cc(C(=O)Nc2ccccc2F)nn1C,i,i,i,i,i,i,i,i,i,i,-2.4
Cc1nn(C(C)C(=O)NCc2cccs2)c(C)c1[N+](=O)[O-] (stereo not given),i,i,i,i,i,i,i,i,i,i,-7.3
COc1ccc(NC(=O)CCC(=O)OC(C(=O)c2ccccc2)c2ccccc2)cc1 (stereo not given),i,i,i,i,i,i,i,i,i,i,1.2
COc1cc(C(=O)OCC(=O)Nc2cccc(S(=O)(=O)N3CCOCC3)c2)ccc1OCC(C)C,i,i,i,i,i,i,i,i,i,i,-10.3
O=C(CNC(=O)c1cccc(Br)c1)N/N=C/c1cccs1,i,i,i,i,i,i,i,i,i,i,-7.4
Cc1ccc(S(=O)(=O)N2[C@@H](c3cccc(Cl)c3)C(C(=O)O)=CC[C@H]2c2cccs2)cc1,i,x,i,i,i,i,x,x,x,x,x
COc1ccc(S(=O)(=O)NC2CC(=O)N(c3ccc(C)c(C)c3)C2)cc1 (stereo not given),i,i,i,i,i,i,i,i,i,i,1.0
Cc1cc(Cl)ccc1OCC(=O)NCCOc1nc(N2CCCCC2)nc(N2CCOCC2)n1,i,i,i,i,i,i,i,i,i,i,-7.4
CN(C)C(=O)COC(=O)/C=C/c1cn(-c2ccccc2)nc1-c1cccs1,i,i,i,i,i,i,i,i,i,i,-0.2
Cc1ccc(S(=O)(=O)/C(=C/Cl)NC(=O)c2ccccc2)cc1,i,i,i,i,i,i,i,i,i,i,-1.5
COc1cccc(CNC(=O)CCNS(=O)(=O)c2cccs2)c1,i,i,i,i,i,i,i,i,i,i,11.0
CCS(=O)(=O)NCC(c1cccnc1)N1CCN(c2ccc(F)cc2)CC1 (stereo not given),i,i,i,i,i,i,i,i,i,i,-2.7
CC(C)C[C@H](NC(=O)c1nc[nH]c1C(=O)NCc1ccccc1)C(=O)OC(C)(C)C,i,i,i,i,i,i,i,i,i,i,25.2
COC(=O)c1ccccc1OCCN1CCCCCC1,i,i,i,i,i,i,i,i,i,i,1.6
CN1C(=O)SC(Nc2cccc3ccccc23)C1=O (stereo not given),i,i,i,i,i,i,i,i,i,i,-7.4
c1ccc(-c2nc(N3CCOCC3)sc2-c2ccccc2)cc1,i,i,i,i,i,i,i,i,i,i,-13.0
C=CCn1c(SCC(=O)N2CCCC2)nc2c([nH]c3ccccc32)c1=O,i,i,i,i,i,i,i,i,i,i,1.0
COc1ccc(OCc2cc(C(=O)NC3CCOC(C)(C)C3)no2)c2ccccc12 (stereo not given),i,i,i,i,i,i,i,i,i,i,16.6
COCCn1nnnc1CN1CCN(c2cccc(C(F)(F)F)c2)CC1,i,i,i,i,i,i,i,i,i,i,-2.5
O=C(NC(c1ccc(Cl)cc1)c1c(O)ccc2ccccc12)c1ccccc1 (stereo not given),i,x,i,i,i,i,x,x,x,x,x
COc1ccc(S(=O)(=O)N2CCC(C(=O)NCc3cccnc3)CC2)cc1Cl,i,i,i,i,i,i,i,i,i,i,-0.1
COc1ccc(-n2nc(C(=O)NCC(=O)NC3CCCCC3)c3ccccc3c2=O)cc1,i,i,i,i,i,i,i,i,i,i,7.0
CC(=O)c1sc(NC(=O)CS(=O)(=O)c2ccc(F)cc2)nc1C,i,i,i,i,i,i,i,i,i,i,22.3
CCCN(CCC)S(=O)(=O)c1ccc(C(=O)Nc2ccc(S(=O)(=O)Nc3nnc(CC)s3)cc2)cc1,i,i,i,i,i,i,i,i,i,i,31.2
Cc1ccc([N+](=O)[O-])cc1S(=O)(=O)N1CCC(C)CC1,i,i,i,i,i,i,i,i,i,i,5.8
CC(=O)Nc1ccc(NC(=O)CC(c2ccccc2)c2ccccc2)cc1,i,i,i,i,i,i,i,i,i,i,1.6
Cc1ccc(Cl)cc1NS(=O)(=O)c1ccc2c(c1)NC(=O)C(C)C(=O)N2 (stereo not given),i,i,i,i,i,i,i,i,i,i,-1.6
Cc1ccc(OCc2nnc(SCc3cc(=O)[nH]c4ccccc34)n2-c2ccccc2)cc1,i,i,i,i,i,i,i,i,i,i,16.5
C=CCn1c(O)c(N=NC(=O)OCC)c2ccccc21,i,i,i,i,i,i,i,i,i,i,-16.7
Cc1nc2ccc(S(=O)(=O)NCC(=O)N3CCc4ccccc43)cc2s1,i,i,i,i,i,i,i,x,i,i,-2.3
COC(=O)CC1SC(=O)NC1=Nc1cccc(C)c1 (stereo not given),i,i,i,i,i,i,i,i,i,i,3.2
C/C(=N\NC(=O)c1cc(C)nc2ccccc12)c1ccncc1,i,i,i,i,i,i,i,i,i,i,-4.4
CC(=O)Nc1nc(CC(=O)c2ccccc2)cs1,i,i,i,i,i,i,i,i,i,i,0.2
C=CCS/C(=N\n1cnc2ccccc2c1=O)N1CCCCC1,i,i,i,i,i,i,i,i,i,i,-7.5
COc1cc(/C=C(\C#N)C(=O)NC2CCCCC2C)ccc1OS(=O)(=O)c1ccc(C)cc1 (stereo not given),i,i,i,i,i,i,i,i,i,i,3.4
Cc1cc(C(=O)CSc2nnc(-c3cccs3)n2Cc2ccccc2)c(C)n1C,i,i,i,i,i,i,i,i,i,i,7.0
C=CCn1cc(C(=O)OC)c(=O)c2cc(S(=O)(=O)N3CCCCCC3)ccc21,i,i,i,i,i,i,i,i,i,i,3.6
CC(C)CCn1nnnc1C(c1ccc(F)cc1)N1CCN(C(=O)c2ccco2)CC1 (stereo not given),i,i,i,i,i,i,i,i,i,i,1.6
CN(C)CCNC(=S)NC1CCCCC1,i,i,i,i,i,i,i,i,i,i,-7.1
O=C(CC(=O)Nc1nc(C23CC4CC(CC(C4)C2)C3)cs1)NCCO,i,i,-5.69*,i,i,i,i,i,i,i,1.2
COc1cc(CN2CCN(Cc3ccccc3C(F)(F)F)CC2)cc(OC)c1OC,i,i,i,i,i,i,i,i,i,i,2.2
O=C(O)c1nc(N2CCOCC2)nc(N2CCOCC2)n1,i,i,i,i,i,i,i,i,i,i,-4.8
CCOC(=O)c1c(C)[nH]c(C)c1C(=O)COC(=O)CNC(=O)C1CCCCC1,i,i,i,i,i,i,i,i,i,i,1.1
O=S(=O)(NCc1ccco1)c1ccc2c(c1)Cc1ccccc1-2,i,i,i,i,i,i,i,i,i,i,-8.4
CCOC(=O)CNc1nc(Cl)nc(Nc2ccc(C)cc2)n1,i,i,i,i,i,i,i,i,i,i,7.2
COc1cc(C2C3=C(CC(c4ccco4)CC3=O)Nc3ccccc3N2C(C)=O)cc(OC)c1OC (stereo not given),i,i,i,i,i,i,i,i,i,i,-3.8
CCOc1ccc(-n2c(Cc3cc(=O)[nH]c(=O)[nH]3)nnc2SCC(=O)Nc2nnc(C)s2)cc1,i,i,i,i,i,i,i,i,i,i,-10.1
O=C(Nc1ccc(C(F)(F)F)cc1)C1CCN(c2cnccn2)CC1,i,i,i,i,i,i,i,i,i,i,-1.6
COc1ccc(NC(=O)C2CCCN2C(=O)Oc2ccccc2)cc1 (stereo not given),i,i,i,i,i,i,i,i,i,i,-11.8
COc1ccc(-c2csc(N3CCN(c4cc(C)nc5ccccc45)CC3)n2)cc1OC,i,i,i,i,i,i,i,i,i,i,27.5
Cc1nc2nc[nH]n2c(=O)c1NC(=O)CC12CC3CC(CC(C3)C1)C2,i,i,i,i,i,i,i,i,i,i,-0.1&-3.0
CCc1ccc(-c2cc(C(=O)N/N=C/c3ccco3)[nH]n2)cc1,i,i,i,i,i,i,i,i,i,i,3.3

The results go on.
Molecule,TMEM16A inh,TRPC6 inhibitor,MrgX1 antagonist,TMEM16A act,MrgX1 allo act,MrgX1 agonist,TRPC6 activator,TRPC4 inh,TRPC4 agonist,TRPC4 potent,SKKanGAS inh
COc1ccc(C(=O)N/N=C/c2ccc(OC)c(CN3CCc4cc(OC)c(OC)cc4C3C)c2)cc1 (stereo not given),i,i,i,i,i,i,i,i,i,i,2.8
O=C(Cn1c(CO)nc2ccccc21)NCc1ccc2c(c1)OCO2,i,i,i,i,i,i,i,i,i,i,-8.4
CCCN(CCC)CCCNC(=O)C1CCC(CNS(=O)(=O)c2cccc3nsnc23)CC1 (stereo not given),i,i,i,i,i,i,i,i,103*,i,10.9
CCOC(=O)[C@@H]1[C@H]2COc3ccccc3[C@H]2N2C(=O)N(c3ccc(C(F)(F)F)cc3)C(=O)[C@]12C,i,i,i,i,i,i,i,i,i,i,u
CC(C)N(C(=O)COC(=O)[C@@H]1CC(O)CN1S(=O)(=O)c1ccccc1[N+](=O)[O-])C(C)C (stereo not given in full),i,i,i,i,i,i,i,i,i,i,-2.1
